# TNAP act hiacc: TNAP (human) activation, high acceptor; P05186; purified TNAP, CDP-star luminescence, 1 M DEA, 30 min; stronger effect = higher value; 0 = EDTA background, 1 = DMSO-only activity; activation factor at 20 µM; 200,000 tested, under 10 active;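 active = activation factor at least 2 at 20 µM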
#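 Dosing: 20 µM single point. System: human TNAP. Amount: TNAP 1/800 final. Incubation: 30 min, room temperature. Read-out: TNAP activation factor scaled between EDTA and DMSO control wells. Signal: luminescence from CDP-star hydrolysis. Medium: 1 M DEA, pH 9.8, Mg2+, Zn2+. Control set: EDTA negative control, DMSO positive control.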
# PPARg SRC-1 ag: PPARgamma-driven SRC-1 recruitment agonism; 200,000 tested, 0.41% active; activation, % at 8 µM; P37231; PPARgamma-SRC-1 coactivator recruitment biochemical assay; AID 631; in the data active = activation above about 19%;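 also: 0% = DMSO and 100% = reference agonist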
# Target sequence (P37231 whole entry, looked up): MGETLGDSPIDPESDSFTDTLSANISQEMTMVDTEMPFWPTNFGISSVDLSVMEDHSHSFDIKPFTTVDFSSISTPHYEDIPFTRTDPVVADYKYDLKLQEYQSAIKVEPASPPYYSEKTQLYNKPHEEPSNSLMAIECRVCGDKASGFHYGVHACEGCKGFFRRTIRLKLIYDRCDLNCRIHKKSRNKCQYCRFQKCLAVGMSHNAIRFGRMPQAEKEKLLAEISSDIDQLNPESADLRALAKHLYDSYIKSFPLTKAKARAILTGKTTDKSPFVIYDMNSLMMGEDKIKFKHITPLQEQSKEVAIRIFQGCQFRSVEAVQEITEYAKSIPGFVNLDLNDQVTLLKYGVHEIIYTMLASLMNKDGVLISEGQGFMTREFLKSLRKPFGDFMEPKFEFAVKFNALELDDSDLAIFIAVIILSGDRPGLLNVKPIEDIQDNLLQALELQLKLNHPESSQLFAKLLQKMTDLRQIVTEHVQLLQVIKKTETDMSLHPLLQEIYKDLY
# PPARg SRC-3 ag: agonists of human PPARgamma SRC-3 coactivator recruitment; P37231; 200,000 tested, 0.26% active; biochemical PPARgamma/SRC-3 coactivator recruitment assay; AID 731; activation, % at 8 µM; in the data active = activation above about 23%;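 also: 0% = DMSO and 100% = reference agonist; some compounds past the cut are filed as inactive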
# TR-FRET SRC-2 ct: TR-FRET artefact, counter-screen to PPARgamma/SRC-2 agonist assay | AID 1049 | 200,000 tested, 0.4% active | stronger effect = higher value | TR-FRET ratio at 8 µM; in the data active = TR-FRET ratio above about 2000; also: inactives centre near 1500
# bIAP inh: blocks bovine intestinal alkaline phosphatase activity | inhibition, % at 20 µM | purified bovine IAP, CDP-star luminescence, 30 min | AID 1019 | 190,000 tested, under 10 active;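 active = over 50% inhibition of intestinal alkaline phosphatase at 20 µM in the single-dose screen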
#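 System: purified bovine intestinal alkaline phosphatase (IAP) enzyme; Input: IAP diluted 1/65,000,000 in the well; Measured by: CDP-star luminescence signal; Compound dosing: 20 µM single dose; Incubation: 30 min reaction at room temperature.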
# bIAP activator: increases bovine intestinal alkaline phosphatase activity; purified bovine IAP, CDP-star luminescence, 30 min; stronger effect = higher value; fold of DMSO-control signal, blank-subtracted; 200,000 tested, 0.17% active; activation factor at 20 µM;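 active = activation factor of 2 or more at 20 µM, a signal rise over negative controls twice the positive control's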
# STAT1 inh: inhibitors of IFN-gamma induced STAT1 signaling; 200,000 tested, 0.35% active; inhibition, % at 5.5 µM; NIH 3T3 STAT1-luciferase reporter, luminescence;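 active = inhibition above a set limit, the mean inhibition across all tested compounds plus 3 SD, cut at about 34% in these data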;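 also: 0% = IFN-gamma with DMSO and 100% = IFN-gamma with 300 µM nifuroxazide; values of inactives mirror those of a sister screen read the other way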
# ROMK primary: human ROMK K+ channel modulation, primary screen; P48048; B-score at 10 µM; Tet-inducible ROMK, thallium flux fluorescence; actives lie on both sides; 130,000 tested, 2% active;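 active = signal ratio slope over the read window, or its plate-corrected B-score, at least 3 SD from the plate mean, either direction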;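 also: B-score of the F/F0 ratio slope over 7 to 12 s after thallium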
# Target sequence (P48048 whole entry, looked up): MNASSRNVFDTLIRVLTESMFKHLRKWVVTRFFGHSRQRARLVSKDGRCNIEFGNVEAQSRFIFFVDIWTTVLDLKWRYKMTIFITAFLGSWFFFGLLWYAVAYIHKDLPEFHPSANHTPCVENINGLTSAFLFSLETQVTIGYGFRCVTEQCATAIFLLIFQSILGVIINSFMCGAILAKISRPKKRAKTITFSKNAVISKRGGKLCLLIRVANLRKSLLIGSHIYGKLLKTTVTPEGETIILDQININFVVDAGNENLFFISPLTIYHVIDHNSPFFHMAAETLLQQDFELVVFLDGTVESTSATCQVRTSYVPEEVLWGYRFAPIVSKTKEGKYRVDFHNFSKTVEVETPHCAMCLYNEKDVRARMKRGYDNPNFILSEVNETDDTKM
# PPARg SRC-2 ag: promotes SRC-2 coactivator recruitment by human PPARgamma | AID 1032 | activation, % at 8 µM | PPARgamma LBD-SRC-2 recruitment, biochemical | P37231 | 200,000 tested, 0.34% active; in the data active = activation above about 22%;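 also: 0% = vehicle and 100% = reference agonist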
# STAT3 inh: inhibitors of IL-6 induced STAT3 signaling; AID 862; inhibition, % at 5.5 µM; U3A cells, IL-6 STAT3-luciferase reporter, luminescence; host cell line lacks STAT1; 190,000 tested, 0.89% active;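 active = inhibition above the mean inhibition across all screened compounds plus 3 SD, cut at about 44% in these data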;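 also: 0% = DMSO only wells and 100% = 100 µM nifuroxazide control wells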
# STAT3 act: STAT3 signaling activation; U3A cells, IL-6 STAT3-luciferase reporter, luminescence; 100% = signal with IL-6 EC80 alone; activation (% of control), % at 5.6 µM; 190,000 tested, 0.91% active; AID 871;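 active = activation above the screen-wide mean of compound activation plus 3 SD, cut at about 130% in these data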;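 also: 0% = background luminescence of wells with medium and substrate only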
#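 Material: STAT1-lacking human U3A cells, STAT3 luciferase reporter | Benchmarks: IL-6-only wells as 100% reference | Probe or stimulus: IL-6 (33 ng/mL) | Timing: Compound 1 h, then IL-6 6 h at 37 °C | Detection: Luminescence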
# Starred values were filed as active, the others as inactive; . = no result given.
SMILES,TNAP act hiacc,PPARg SRC-1 ag,PPARg SRC-3 ag,TR-FRET SRC-2 ct,bIAP inh,bIAP activator,STAT1 inh,ROMK primary,PPARg SRC-2 ag,STAT3 inh,STAT3 act
Cc1ccc2cc(/C=C3\N=C(c4ccccc4)OC3=O)c(N3CCOCC3)nc2c1,1,-1,17,1514,-6,1.1,5,-5.9*,-1,10,98
COC(=O)c1cc(C(=O)OC)[nH]n1,0.9,-1,-6,1348,-10,1.1,-3,3.2,-2,1,104
COc1ccc(/C=C(/NC(=O)c2ccccc2)c2nc3ccccc3[nH]2)cc1OC,1,10,-5,1598,-7,1.1,-5,.,6,7,102
CCNC(=O)CN(c1ccc(Br)c(C)c1)S(C)(=O)=O,1.1,4,4,1468,4,1,-18,0.35,-5,15,91
CCOC(=O)CSc1nnc(CNC(=O)c2ccc(S(=O)(=O)N3CCOCC3)cc2)n1C,1,-6,0,1449,6,0.9,-8,0.99,-1,4,101
CC(c1ccccc1)N1CC(C(=O)N2CCN(c3ccc(F)cc3)CC2)CC1=O (centres undefined),1.1,-4,-9,1473,3,1,-9,-0.049,2,-10,107
NNC(=O)[C@@H]1C[C@@H]1c1ccccc1,1,7,0,1472,4,1,11,1.2,3,4,100
C/[N+]([O-])=C\c1coc2ccccc2c1=O,1,0,8,1462,5,1,2,-0.18,3,13,94
CC(O)CNCCOc1ccccc1OCc1ccccc1 (centres undefined),1.1,12,3,1692,9,0.9,5,-1,12,4,103
CCOc1ccccc1C(=O)OCC(=O)Nc1ccc(N2CCCCC2)cc1,1,10,2,1571,-9,1.1,-7,0.12,9,-4,103
CCCCCC(=O)Nc1ccc(-c2cn3cccnc3n2)cc1,1,5,6,1651,-3,1,-4,0.87,9,11,93
COc1ccccc1NC(=O)CN(Cc1ccco1)C(=O)c1ccc(-n2nc(C)cc2C)cc1,1,0,-4,1418,-6,1.1,10,-0.27,5,13,92
CC/C(=N\NC(=O)c1cc(C)nc2ccccc12)c1ccc(C)s1,1.1,2,-2,1419,3,1,-6,.,-6,-6,107
CCC1CCCCN1C(=O)CSc1nc(N)c(NC(=O)c2ccco2)c(=O)[nH]1 (centres undefined),1,-1,4,1282,7,0.9,1,.,-7,5,95
O=C(NCc1ccc(F)cc1)C1CCN(C(=O)NCc2ccccc2)CC1,1,1,6,1422,9,0.9,7,.,-2,8,97
Cc1cc(C)n(-c2ccc(C(=O)NC3CCCCC3)cc2)n1,1,1,-1,1598,-7,1.1,-3,-1.1,-6,11,95
Cc1ccc(CS(=O)(=O)c2nsc(C)c2C#N)cc1,1,-3,-1,1703,1,1,-2,.,-4,26,81
Fc1ccc(C2c3cccn3CCN2C(=S)Nc2cccc(Br)c2)cc1 (centres undefined),1,10,4,1559,9,0.9,9,-0.14,8,9,99
CC(C)(C)c1nc(CN2CCOCC2)cc(CN2CCOCC2)c1O,1,1,0,1615,15,0.8,6,0.57,3,-2,102
CCOCC(=O)Nc1c(C(=O)Nc2ccccc2OC)oc2ccccc12,1,2,13,1408,-4,1,-6,.,-10,14,91
Cc1ccc(NC(=O)c2nc[nH]c2C(=O)N[C@@H](C)c2ccccc2)cc1,1.1,15,6,1717,-8,1.1,-13,.,7,.,.
N#C/C(=C1/CCCCCN1)c1nc2ccccc2[nH]1,1.1,0,-9,1547,6,0.9,-33,.,-4,1,108
BrC(=C\c1ccccc1)/C=N/N1CCN(c2ccccc2)CC1,1,10,3,1650,6,0.9,-20,-0.045,8,5,99
Cc1ccc(-n2ccnc2SCC(=O)O)c(C)c1,1,2,-4,1636,-1,1,0,1,4,5,96
CCCCN(C)C(=O)c1cc2cc3ccc(OC)cc3nc2s1,1.1,-4,-6,1596,3,1,-15,.,8,50*,62
Cc1nnc(NC(=O)c2ccc(S(=O)(=O)N(C)Cc3ccccc3)cc2)o1,1,0,-4,1580,-10,1.1,-1,0.26,3,8,100
COCCn1nnnc1C(c1cccc(C#N)c1)N1CCCCCC1 (centres undefined),1,5,0,1437,1,1,4,-0.19,2,2,102
CCN(CC)C(=O)CN1C(=O)C(=O)c2ccccc21,1.1,1,-1,1641,-5,1.1,-1,-0.65,-4,-7,106
CCCCN(CC)CCNC(=O)c1cc2c(=O)n(C)c3ccccc3c2n1C,1.1,9,1,1775,-11,1.1,-1,.,-4,6,102
CCCOc1c(Br)cc(C(=O)NCC)cc1OC,1,1,-7,1327,1,1,3,0.0025,3,8,96
COc1ccc(CNC(=O)CN(CC2CCCO2)C(=O)CNS(=O)(=O)c2ccc(C)cc2)cc1 (centres undefined),1.1,3,4,1506,2,1,1,-0.53,9,22,88
COc1ccc(C(=O)NCC(=O)OCC(=O)Nc2sccc2C#N)cc1OC,1,11,1,1589,-8,1.1,-11,0.3,0,-17,118
COc1ccc(S(=O)(=O)N2CCCC(C(=O)N3CCOCC3)C2)cc1C (centres undefined),1,-6,-8,1343,3,1,0,-2.1,3,3,97
O=[N+]([O-])c1ccc(N2CCN(CCO)CC2)cc1NCc1ccco1,0.8,8,1,1565,0,1,3,-0.77,2,-11,114
O=C(O)CSc1nnc(C2CC2)n1-c1ccccc1,1,0,-12,1457,4,1,3,0.25,11,4,100
C=CCO/N=C/C1C(=O)CC(C)(C)CC1=O,1,-2,2,1691,-15,1.2,1,1.6,-2,2,97

# A different layout for four compounds above.
canonical_smiles	TNAP act hiacc	PPARg SRC-1 ag	PPARg SRC-3 ag	TR-FRET SRC-2 ct	bIAP inh	bIAP activator	STAT1 inh	ROMK primary	PPARg SRC-2 ag	STAT3 inh	STAT3 act
COc1ccc(S(=O)(=O)N2CCCC(C(=O)N3CCOCC3)C2)cc1C (centres undefined)	1	-6	-8	1343	3	1	0	-2.1	3	3	97
O=[N+]([O-])c1ccc(N2CCN(CCO)CC2)cc1NCc1ccco1	0.8	8	1	1565	0	1	3	-0.77	2	-11	114
O=C(O)CSc1nnc(C2CC2)n1-c1ccccc1	1	0	-12	1457	4	1	3	0.25	11	4	100
C=CCO/N=C/C1C(=O)CC(C)(C)CC1=O	1	-2	2	1691	-15	1.2	1	1.6	-2	2	97

# Continuation:
SMILES,TNAP act hiacc,PPARg SRC-1 ag,PPARg SRC-3 ag,TR-FRET SRC-2 ct,bIAP inh,bIAP activator,STAT1 inh,ROMK primary,PPARg SRC-2 ag,STAT3 inh,STAT3 act
Cn1c(=O)cc(SCC(=O)N2CCOCC2)c2ccc(Cl)cc21,1,61*,83*,2895*,3,1,6,.,62*,10,91
CCCCn1c(C(C)NC(=O)c2cccs2)nc2ccccc21 (centres undefined),1,0,6,1730,12,0.9,3,0.56,1,6,99
CCN(Cc1cnn(C)c1)C(=O)CC1C(=O)NCCN1Cc1cccc(OC)c1OC (centres undefined),1,-2,-4,1542,1,1,-5,.,-9,8,98
COc1cc2cc(CN(Cc3cccnc3)C(=O)Nc3ccccc3)c(=O)[nH]c2cc1OC,1,-2,-2,1740,-22,1.2,6,-0.1,-5,6,99
Cc1ccc(N2CCOCC2)c2c1C(=O)c1ccccc1C2=O,0.9,5,2,1703,21,0.8,-3,.,5,0,100
c1ccc2c(c1)nc(N1CCOCC1)c1nnnn12,1,4,5,1486,2,1,5,.,3,2,98
CCCC1(CCC)NC(=O)N(CC(=O)Nc2ccccc2OC)C1=O,1,-1,5,1649,-2,1,-3,.,3,13,97
O=C(NC1CCCC1)c1cc2c(ccc3ccccc32)o1,1,-3,2,1835,5,0.9,-48,-0.13,6,20,83
Nc1ccc2nc[nH]c2c1,0.9,5,-3,1803,4,1,2,0.22,9,12,96
CCCc1[nH]nc2c1C(c1ccc(O)cc1OCC)C(C#N)=C(N)O2 (centres undefined),0.6,3,-1,1751,.,0.4,2,-4.5*,1,6,97
CCCS(=O)(=O)N1CCN(Cc2ccccc2OCC)CC1,1.1,-4,-2,1585,1,1,0,.,-6,1,103
COCCNC(=S)NC1CC2CCCC(C1)N2Cc1ccco1 (centres undefined),1,6,17,1630,4,1,6,.,5,12,94
O=C(CSc1nc2ccccc2c(=O)n1Cc1ccco1)N1CCCC1,1,-2,-1,1588,-12,1.1,37*,1,5,4,98
O=C(Nc1ccon1)c1ccc(OC2CCCC2)cc1,1,-2,4,1475,8,0.9,-62,.,5,19,86
CC(C)(C)NC(=O)c1ccc2nsnc2c1,1,-2,0,1581,0,1,-1,0.17,-2,4,96
CCn1nc(C)c(CNC(=O)Nc2ccc3c(c2)OCO3)c1C,1,-6,-1,1454,-13,1.1,-19,0.092,-3,-9,109
COC(=O)C1CCN(c2cc(=O)n(Cc3ccc(F)cc3)c(=O)[nH]2)CC1,1,3,-7,1633,-9,1.1,6,0.91,7,2,101
COCCN(C(=S)Nc1cc(C)cc(C)c1)C(C)c1ccco1 (centres undefined),1,8,4,1373,17,0.8,-8,1.9,0,5,103
COc1cc(/C=N/NC(=O)c2ccncc2)ccc1OCCN1CCCCC1,1,-1,1,1529,4,1,-1,0.48,2,-4,105
Cc1cc(C)cc(OC(=O)CCN2C(=O)c3ccccc3C2=O)c1,1,9,-9,1400,10,0.9,2,.,3,0,101
COC(=O)c1c(C)[nH]c(C(=O)CSc2ncnc3sc(-c4ccccc4)cc23)c1C,1,3,2,1769,1,1,2,-0.017,9,10,92
COc1cc(/C=N/NC(=O)c2cccnc2)ccc1OS(=O)(=O)c1ccc(C)cc1,1,-2,-3,1411,3,1,-9,-0.76,1,-4,104
Cc1cc(C)c(NC(=O)CS(=O)CC(=O)Nc2cccnc2)c(C)c1 (centres undefined),1.1,-3,-1,1343,-3,1,-1,-1.2,-1,-6,105
O=c1[nH]c(CN2CCCCC2)nc2ccccc12,1,4,-3,1421,-9,1.1,2,.,-4,1,102
C/C(CC(=O)NC1CCCCC1)=N\NC(=O)Cc1ccc(-c2ccccc2)cc1,1,-15,-4,1535,-8,1.1,-3,-0.5,-5,-1,103
OCCN1CCOCCOCCN(CCO)CCN(CCO)CC1,1.1,-9,2,1481,-31,1.3,-4,.,2,-6,106
O=C(CCC1CC(=O)Nc2ccccc21)NCc1cccnc1 (centres undefined),1,1,3,1488,8,0.9,-1,0.24,3,-3,102
O=C(O)CCCC(=O)N1CCN(C(c2ccccc2)c2ccccc2)CC1,1,8,3,1569,.,0.3,5,0.83,9,-9,104
CN(C)S(=O)(=O)c1cc(NC(=O)c2cc(=O)[nH]c3ccccc23)ccc1Cl,1,0,-1,1399,-7,1.1,-2,0.68,-1,9,99
O=C(CSc1nc2c(sc3ccccc32)c(=O)n1-c1ccccc1)NCc1ccco1,1,2,1,1543,-2,1,2,.,-6,-6,108

# Bioassay records as filed in PubChem.
